# Source: PubChem
# ARNT TACC3 PPI = disruptors of human ARNT/TACC3 interaction | 390,000 compounds, 0.66% hits | Q9Y6A5 | AID 623870 | AlphaScreen His-ARNT PAS-B/GST-TACC3 binding, luminescence; TACC3 fragment carries E629A point mutation | inhibition, % at 9.99 µM;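 active means mean inhibition of replicates at least 50% and at least half of replicates each reaching 50%; inconclusive means half or more replicates reach 50% but mean below 50%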;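 further: 0% = complete ARNT plus TACC3 wells and 100% = ARNT alone without TACC3; many hits fall short of the cut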
# PGC1a acetyl inh = modulators of PGC1a acetylation | U2OS PGC1a acetylation, AlphaScreen anti-acetyl-lysine; with virally co-expressed GCN5 acetyltransferase | inhibition, % at 15.6 µM | 350,000 compounds, 0.17% hits;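 active means every replicate shows inhibition of at least 40%; inconclusive means mean inhibition at least 40% but some replicate below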;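 further: 0% = neutral control wells and 100% = positive control wells; some results beyond the cut were filed as inactive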
# PglD DTNB = inhibitors of Campylobacter jejuni PglD acetyltransferase; 360,000 compounds, 0.098% hits; AID 602405; purified PglD enzyme, DTNB colorimetric CoA detection; inhibition, % at 12.5 µM; in the data active means inhibition above about 16%, passing the limit was not always enough; inconclusive means no clear call, values can overlap the other calls; further: strong numbers were not always called active
# PAX8 reporter = lowers PAX8-driven luciferase in RMG-I cells; inhibition, % at 12.6 µM; AID 652154; 360,000 compounds, 1.2% hits; RMG-I TPO-luciferase reporter, SteadyGlo, 24 h;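 active means mean replicate inhibition at least 60% with every replicate also reaching 60%; inconclusive means only one of the two criteria is met; inactive means mean below 60% and not all replicates reaching 60%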;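 further: luciferase light reporting Pax8 driven TPO promoter activity; plate controls were median of neutral control wells for no effect and mitoxantrone controls for full effect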
# LGR2 antag = inhibitors of bursicon-induced Drosophila LGR2 receptor cAMP signaling; HEK293 LGR2, CRE-luciferase, bursicon-stimulated, 4 h; inhibition, % at 9.99 µM; 380,000 compounds, 0.35% hits; AID 720647;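 active means drop in luminescence signal, shown as inhibition above about 50% in the replicate tests, limit read from the data, passing the limit was not always enough; inconclusive means probably only some replicates passing the limit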;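 further: agonist challenge used bursicon conditioned medium at about half maximal strength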
# GSIS activator = GLuc luminescence reporter in INS-1E cells, primary screen for activators of glucose-dependent secretion of insulin. INS-1E GLuc reporter insulin secretion, 2-3 h. activation, % at 16.6 µM. 370,000 compounds, 0.61% hits;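 active means lowest replicate activation of at least 40%, so every replicate reaches that level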;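 further: 0% = median of neutral control wells and 100% = median of IBMX positive control wells; some compounds called inactive have numbers as strong as hits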
# Statin myotox sup = protects C2C12 myotubes from simvastatin toxicity; ATP luminescence, 48 h; scaled: DMSO 0, geranylgeraniol control 100; rescue of ATP level, % at 7.49 µM; 330,000 compounds, 0.78% hits; AID 602340;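 active means mean ATP rescue above about 67%, or every replicate alone reaching that limit, limit read from the data, passing the limit was not always enough; inconclusive means no clear call, values can overlap the other calls; inactive means mean under the limit and some replicate under it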;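 further: myotubes were challenged with 10 µM simvastatin during compound exposure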
# Cneo AK release = Cryptococcus neoformans lysis via adenylate kinase release; C. neoformans lysis, adenylate kinase release luminescence, 4 h; normalised: neutral wells 0, clomiphene wells 100; lysis activity, % at 15 µM; 360,000 compounds, 0.2% hits; AID 651654;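 active means mean lysis activity across replicates of at least 80%, whatever share of replicates individually reach that level; inactive means mean lysis activity below 80%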
#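 Material: C. neoformans cells; Schedule: 4 h static compound exposure, 37 °C, read 1 h post-reagent; Measured by: adenylate kinase release luminescence; Read-out: signal increase indicating cell lysis; Controls: Clomiphene as positive lysis control.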
# * = called active by the depositor; ? = inconclusive; . = no result given. Compounds were not picked by outcome; any-hit rate near 2.9%.
Structure	PglD DTNB	ARNT TACC3 PPI	Cneo AK release	GSIS activator	PAX8 reporter	PGC1a acetyl inh	Statin myotox sup	LGR2 antag
CCCC[C@@H]1CCCO[C@@](C(=O)NCc2ccc(C)o2)(C(F)(F)F)C1	6	-1	-1	.	12	-11	-2	6
COc1ccccc1N1CCN(C(=O)CCn2c(=O)[nH]c3ccsc3c2=O)CC1	5	-4	7	.	1	0	-20	.
C[C@@H]1CN([C@H](C)CO)C(=O)c2cccc(NS(=O)(=O)c3cccs3)c2O[C@H]1CN(C)S(=O)(=O)c1ccc(F)cc1	0	-14	-4	11	-18	1	-25	6
S=C1NCCN1CC1CCN(CCC23CC4CC(CC(C4)C2)C3)CC1	0	5	0	.	-4	3	-1	.
CS(=O)(=O)c1ccc(C(=O)Nc2ccc(N3CCCCC3)cc2)c(Cl)c1	.	17	.	-4	10	.	.	4
CCOc1ccccc1OCc1nn2c(COc3ccccc3)nnc2s1	-6	.	3	-3	.	-7	4	.
CCN(CC)CCN(Cc1cc2cc3c(cc2[nH]c1=O)OCCO3)C(=S)NC	4	.	-1	-9	10	.	-4	5
Cc1cccc(-n2ccnc2CN2CCC(CO)(Cc3ccccc3)CC2)c1	.	-5	.	9	-1	.	-3	6
CN(C)S(=O)(=O)c1ccc(N2CCCC2)c(C(=O)OCC(=O)NC2(C#N)CCCCC2)c1	-3	0	0	.	.	.	-13	.
CCCNC(=O)N1C[C@H](C)[C@H](OC)CN(C)C(=O)c2cc(NS(C)(=O)=O)ccc2OC[C@@H]1C	-2	0	-4	3	-17	-27	3	12
CC(C)NC(=O)N(C)C[C@H]1OCCCC[C@@H](C)Oc2ccc(NS(=O)(=O)c3cccs3)cc2C(=O)N([C@@H](C)CO)C[C@H]1C	-3	-6	-1	7	5	-9	.	6
COc1ccc(N2C(=O)CN=C2Nc2nc(C)cc(C)n2)cc1OC	.	-8	0	.	.	7	-7	.
NS(=O)(=O)c1ccc(CNC(=O)c2ccc(NS(=O)(=O)c3ccc4[nH]c(=O)[nH]c4c3)cc2)cc1	0	-6	1	12	-11	-6	2	12
Cn1c2ccccc2n2c(=O)c(=O)n(CC(=O)c3ccc(F)cc3)nc12	6	4	7	6	.	-3	-1	-8
Clc1ccccc1CNCC1CCCO1 (stereo unspecified)	9	5	-2	.	-2	-4	-13	.
COCCNC(=O)C1(C)CCCN(C(=O)c2ccc(OC)c(OC)c2)C1 (stereo unspecified)	-6	.	-2	.	-24	4	-8	-8
O=C(O)CC(NCc1ccco1)C(=O)OCCCl (stereo unspecified)	.	1	.	6	-7	-9	.	-1
O=C(O)C1CCN(Cc2cnn(-c3ccccc3)c2-n2cccc2)CC1	5	-10	-1	-1	.	5	17	8
O=C(NCC1CCCO1)c1cc(-c2ccccc2)on1 (stereo unspecified)	2	3	4	.	.	1	-50	.
O=c1cc(N2CCN(Cc3ccccc3)CC2)[nH]c(=O)n1Cc1ccc(F)cc1	3	0	0	13	.	9	27	11
N#C/C(=C\c1ccc(F)c(Cl)c1)S(=O)(=O)c1ccccn1	.	2	.	0	9	.	.	-14
COc1cc(OC)c(-n2c(C)cc(C=O)c2C)cc1Cl	-1	-8	3	17	.	8	-4	4
CN(C)C(=O)[C@@H]1[C@@H](CO)[C@@H]2Cn3c(ccc(-c4ccccc4)c3=O)[C@H]1N2C(=O)C1CCCC1	1	10	-2	3	.	.	-28	-6
CCc1ccc(CNC(=O)c2nn(C)c3c2CS(=O)(=O)c2ccccc2-3)cc1	-2	0	-9	-6	5	-10	-54	-27
CCOc1ccc(C(=O)c2nc3c(n2O)CCCCC3)cc1	5	.	0	12	.	-1	.	.
Cc1ccccc1N=Cc1ccc[nH]1	-4	2	-2	-4	4	.	-2	6
CCN(c1ccccc1)S(=O)(=O)c1ccc(C(=O)NCCc2ccc(S(N)(=O)=O)cc2)cc1	5	6	-2	1	-10	-9	9	-1
CCN(CC)CP(=O)(c1ccccc1)c1ccccc1	0	6	0	.	.	5	.	.
CC(C)(C)c1ccc(COC(=O)Nc2ccc(F)cc2)cc1	.	-4	.	8	-2	.	.	-34
O=c1cc2ncc(-c3[nH]ncc3[N+](=O)[O-])cn2[nH]1	-2	1	0	10	4	3	-9	33
O=C1CCCc2c1[nH]c1ccc(Br)cc21	3	0	-3	.	-14	.	.	.
CCOc1ccc(/C(O)=C2/C(=O)C(=O)N(CCOCCO)C2c2ccccn2)cc1 (stereo unspecified)	6	-2	0	.	-18	-7	7	.
O=C(c1cc(S(=O)(=O)N2CCOCC2)ccc1Cl)N1CCc2ccccc2C1	-4	-2	0	-5	30	5	-1	-7
CC[C@@]1(C(=O)OC)N[C@H](CN(C)S(=O)(=O)c2ccccc2)[C@@H]2C(=O)N(C)C(=O)[C@@H]21	-1	-10	4	31	8	.	-12	9
C[C@H]1CN([C@@H](C)CO)C(=O)Cc2cc(NS(=O)(=O)c3ccc(F)cc3)ccc2O[C@H]1CN(C)Cc1ccc(C(=O)O)cc1	5	-3	-4	9	.	6	-8	-5
COc1ccc(CCNC(=O)CNC(=O)c2ccc3c(c2)OCO3)cc1OC	-3	6	-3	36	4	.	1	-8
CCOC(=O)NC(CC(=O)O)c1ccc(OCC)cc1 (stereo unspecified)	-5	-6	-1	7	.	12	-3	.
Cc1ccc(C(=O)NC(C)c2ccc(-n3ccnc3)cc2)c(C)c1 (stereo unspecified)	-7	0	1	2	-4	.	4	5
CC=Cc1ccc2n(c1=O)C[C@@H]1[C@@H](CO)[C@H](C(=O)NCCC)[C@H]2N1C(=O)C1CC1 (mixture of isomers)	0	11	0	18	.	.	-8	11
Nc1cc(SCc2ccc(Cl)cc2Cl)ncn1	1	0	2	-6	-29	-4	15	7
CO[C@H]1CN(C)C(=O)c2ccc(NC(=O)c3ccno3)cc2OC[C@@H](C)N(S(C)(=O)=O)C[C@@H]1C	1	-1	-1	14	-13	-4	-7	7
Cc1cc(C(=O)Nc2cccc3c2O[C@@H](CN(C)Cc2ccc(C(=O)Nc4ccccc4N)cc2)[C@@H](C)CN([C@@H](C)CO)C3=O)n(C)n1	0	2	3	54	.	-1	-35	-1
O=C(C[C@@H]1CC[C@H]2[C@@H](COC[C@H](O)CN2S(=O)(=O)c2ccccc2Cl)O1)NCc1ccccc1Cl	0	-6	1	-2	5	10	6	3
O=C(Nc1ccc(Cn2nnc3ccccc32)cc1)c1ccco1	-5	-2	0	-5	.	.	-2	-22
N#Cc1ccc(C(=O)Nc2nnc(-c3cccs3)o2)cc1	-3	36	-1	-3	-25	-3	-19	-54
COc1ccccc1C(=O)N1C[C@H]2[C@@H](c3ccccc31)[C@H](CO)N2C(=O)Cc1ccccc1	0	1	0	2	-14	-2	1	1
Cc1cc(C(=O)CCC(=O)NC(C)c2ccc(S(N)(=O)=O)cc2)c(C)s1 (stereo unspecified)	-3	.	0	16	3	2	4	-17
Cc1ccc(S(=O)(=O)Nc2ccc3c(c2)C(=O)N([C@@H](C)CO)C[C@@H](C)[C@H](CN(C)C(=O)Nc2cccc4ccccc24)OCCCC[C@@H](C)O3)cc1	3	-18	50	-22	6	-11	.	3
CCOc1ccc(S(=O)(=O)NC(C)C(=O)NCc2ccncc2)cc1 (stereo unspecified)	1	-2	6	6	12	-2	-6	10
CNC(=O)c1ccc(NC(=O)Nc2ccccc2)cc1	0	-5	-3	10	-96	.	-1	-15
O=C(Nc1ccc(CN2CCOCC2)cc1)c1ccccc1F	-5	1	-3	.	-134	.	.	.
CCN(CC)c1ccc(NC(=O)c2ccc(=O)[nH]c2)cc1S(=O)(=O)Nc1ccccc1OC	.	3	.	3	4	-1	.	18
CC(=O)Nc1ccc(S(=O)(=O)Nc2nc(C)nc3sc4c(c23)CCC4)cc1	5	6	-3	5	3	12	-3	15
CNC[C@@H]1Oc2ccc(NC(=O)Nc3ccc(C(F)(F)F)cc3)cc2C(=O)N([C@H](C)CO)C[C@H]1C	-1	-2	-3	10	5	-7	23	-10
Clc1ccc(-c2nc3ccccc3nc2-c2ccccc2)cc1	4	-5	10	24	4	.	3	-4
CCCc1c(C(=O)N/N=C/c2ccco2)nnn1-c1nonc1N	1	3	0	5	-12	0	-2	5

# Next section:
Structure	PglD DTNB	ARNT TACC3 PPI	Cneo AK release	GSIS activator	PAX8 reporter	PGC1a acetyl inh	Statin myotox sup	LGR2 antag
CCOc1ccc(Cl)cc1-c1cc(C(=O)NCc2cccs2)[nH]n1	5	.	2	12	11	-3	6	16
COc1ccc(CNC(=O)C2CCN(C(=O)c3cccc(Cl)c3)CC2)cc1	3	-1	-1	8	.	.	1	-8
CO[C@H]1CN(C)C(=O)c2ccc(NC(=O)C3CC3)cc2OC[C@H](C)N(C(=O)NC(C)C)C[C@@H]1C	2	2	0	3	8	-6	-1	23
O=C(c1cccc(OCc2ccccc2)c1)N1CCOCC1	4	3	1	9	-7	3	4	-5
CCCOc1ccc(-c2cnc(N)s2)cc1	0	-11	1	2	.	5	35	-33
NS(=O)(=O)c1cccc(NC(=O)COC(=O)Cc2ccc(S(=O)(=O)N3CCCCC3)s2)c1	.	-9	.	-14	2	.	.	16
O=c1c(Cc2ccc(Cl)cc2Cl)c(O)ccn1CC(F)(F)F	4	-4	0	28	-14	-1	?	-1
O=C(/C=C/Nc1ccc(F)cc1F)c1cccs1	-14	-1	.	-1	8	-1	.	79*
CCC(=O)n1nc(-c2cccnc2)nc1NCc1ccc(OC)cc1	-3	-3	0	-1	.	3	.	9
CO[C@H]1CN(C)C(=O)c2ccc(NC(=O)c3ccc(F)cc3)cc2OC[C@@H](C)N(C(=O)c2ccc(F)cc2)C[C@@H]1C	-3	-10	0	-5	3	-3	5	-1
N=C1SCC(=O)N1c1nc(-c2ccccc2)cs1	3	5	-2	.	.	-2	44	.
CC(C)C[C@H](NC(=O)N1CC(=O)Nc2ccccc21)C(=O)N[C@@H](Cc1c[nH]c2ccccc12)C(=O)O	-2	-1	3	1	.	8	-9	7
O=C(CNS(=O)(=O)c1ccccc1)OCC(=O)c1ccc(OC(=O)c2ccccc2)cc1	-2	3	-5	-6	.	11	5	14
CC(=O)Nc1ccc(NC(=O)CSc2nnc3ccc(-c4cccnc4)nn23)cc1	.	0	.	12	-13	.	.	-6
CCn1nc(C(=O)NNC(=O)c2ccc(OC(F)F)cc2)c2ccccc2c1=O	3	-2	0	-30	-3	.	3	8
Nc1nc2ccc(C(=O)Nc3ccc(N4CCOCC4)cc3)cc2s1	7	1	-3	.	-13	-7	0	-34
CN(C)C(CNC(=O)c1ccc(C(F)(F)F)cc1)c1ccco1 (stereo unspecified)	-1	3	1	-7	-3	7	9	-4
CC1CCCCC1NC(=O)C1CCN(S(=O)(=O)N2CCCCCC2)CC1 (stereo unspecified)	-2	3	0	4	.	-43	-6	7
Cc1nnc(SCC(=O)Nc2nc3c(s2)CC(C)CC3)s1 (stereo unspecified)	-3	.	6	.	.	-19	4	.
COCCNC(=O)CN(c1ccccc1OC)S(C)(=O)=O	1	25	-2	2	.	-14	-17	3
